# RT RNaseH block: inhibitors of HIV-1 reverse transcriptase RNase H; P04585; RT-RNase H RNA/DNA duplex cleavage, fluorescence; inhibition, % at 10 µM; 65,000 compounds, 1.9% hits; AID 565; in the data active means inhibition above about 50%
# RmlC RmlD mix: RmlC/RmlD inhibition, mixture screen | AID 1532 | inhibition, % at 5.5 µM | RmlC/RmlD coupled enzyme inhibition, 384-well mixture HTS | 110,000 compounds, 0.39% hits; in the data active means inhibition above about 30%, passing the limit was not always enough; further: strong numbers were not always called active
# Active calls of the source: *; i = inactive; . = not tested or not shown. The list is partial. The share of hits here may be higher or lower than overall.
SMILES,RT RNaseH block,RmlC RmlD mix
COc1ccc(NC(=O)CCS(=O)(=O)c2cccc3nonc23)c(OC)c1,-1,-11
O=C(Cn1nnc(-c2cccs2)n1)N1CCc2ccccc2C1,-2,-8
CCC(CC)C(=O)Nc1cccc(-c2nc3ccccc3o2)c1,-4,-9
CC(=O)N1CCC(N(C(=O)Nc2c(F)cccc2F)C(C)C)CC1,.,-15
COc1ccc(C2=NOC(C(=O)NCc3cccs3)C2)cc1 (centres undefined),.,71
Cc1cc(Cl)ccc1OC(C)c1nnc(N)s1 (centres undefined),.,5
Brc1ccc(CN2CCN(c3ccccn3)CC2)s1,.,-1
COc1ccc(C(=O)/C(C)=N/O)cc1OC,-3,-5
COc1ccc(S(=O)(=O)N(CC(=O)NC2CC2)C2CCCCC2)cc1Cl,0,4
COc1ccc(-c2noc3c2-c2nc(-c4ccc(C)cc4)sc2CC3)cc1,.,-11
CCOC(=O)c1sc(NC(=O)CNC(=O)Cn2cnc3sc(C)c(C)c3c2=O)nc1C,2,-42
CNC(=S)N1CCN(c2ccccc2OC)CC1,.,-16
CC(=O)c1ccc(N2C(=O)[C@@H]3C(CCC(N)=O)NC4(C(=O)Nc5c4ccc(Cl)c5C)[C@@H]3C2=O)cc1 (some centres undefined),1,-7
Cc1cccc(C(=O)NNS(=O)(=O)c2ccccc2[N+](=O)[O-])c1,.,-46
O=C(Cc1cccs1)Nc1ccc(-c2nc3ccccc3[nH]2)cc1,.,5
O=C(Nc1ccccc1-c1nnc(SCc2ccccc2)o1)c1ccccc1,.,19
CNC(=S)Nc1ccc2nc(C)c(C)nc2c1,.,4
Cc1ccc(C(=O)Nc2c3c(nn2C(C)(C)C)CS(=O)(=O)C3)cc1C,4,16
Cn1c2c(c(=O)n(C)c1=O)[C@@H]1c3c(ccc4ccccc34)OC[C@@H]1CO2,.,10
COc1ccc(CNC(N)=O)cc1,.,4
CCOC(=O)c1cc(C(=O)OCC)cc(-n2cc(O)c(C(=O)OCC)n2)c1,.,19
COc1ccc(OCC#CCNC(C)(C)C)cc1,.,15
O=C(NC1(C(F)(F)F)N=C2SCCN2C1=O)c1ccco1 (centres undefined),34,0
Cc1cccc(NC(=O)CCN2C(=O)c3ccccc3C2=O)n1,-13,4
COCCCNC(=O)c1ccccc1Oc1ccccc1,-5,-8
CC(c1ccco1)N(C(=O)Nc1ccccc1)C1CCCCC1 (centres undefined),.,i
Cc1cc(NC(=O)CN2CCN(Cc3ccccc3)CC2)nc2c1c(=O)oc1ccccc12,12,.
CC1CN(C(=O)CCn2c(=O)oc3ccccc32)CC(C)O1 (centres undefined),-12,2
Cn1c(C(=O)NCc2cccnc2)cc2sccc21,2,22
CCN(CCCNC(=O)C1CCN(S(=O)(=O)N2CCOCC2)CC1)c1cccc(C)c1,-30,3
FC(F)(F)c1cc(-c2ccco2)nc(NCc2cccs2)n1,-31,4
CN(C)CCNC(=O)c1cc2c(s1)-c1ccccc1OC2,.,161*
COc1cc(-c2ccccc2)nc(N)n1,-48,8
CCCCN(CCCNC(=O)C1CCN(S(=O)(=O)N2CCOCC2)CC1)c1ccccc1,-4,1
CCN1CCC2(CC1)NC(CO)(CO)CO2,.,-5
COc1ccc(N2CCN(c3cc(C)c4ccc(O)cc4n3)CC2)cc1,6,11
CC(C)C[C@H](N)c1cn([C@@H](CCCCN)C(=O)N2CCNCC2)nn1,.,-14
CCS(=O)(=O)N1CCCC(c2nc(-c3cccc(OC)c3)no2)C1 (centres undefined),-2,5
CCOc1cc(C(=O)Nc2ccccc2N2CCN(S(C)(=O)=O)CC2)cc(OCC)c1OCC,12,9
O=C(CSc1n[nH]c(-c2ccccc2)n1)NC(=O)NCc1ccco1,23,-10
O=S(=O)(NC1CCCC1)c1ccc(Br)s1,-42,8
COc1ccc(/C=C/C(=O)c2ccc[nH]2)cc1OC,.,14
O=C(COc1cccc(-n2cnnn2)c1)NCCC1=CCCCC1,-10,-13
O=C1c2ccccc2S(=O)(=O)c2cc(C(=O)N3CCC(C(=O)N4CCCCC4)CC3)ccc21,.,12
Cc1cc(Oc2ccccc2)nc(-c2ccccc2O)n1,-18,16
CCN(CC)C(=O)N1c2ccccc2CC(N(CC)CC)c2ccccc21 (centres undefined),0,-3
O=S(=O)(c1ccc(Br)s1)N1CCN(c2ccccn2)CC1,-6,-2
O=C(CSCCO)Nc1nccs1,4,-1
CC1CCc2c(C(=O)NCCN3CCOCC3)csc2C1 (centres undefined),-9,-11
CCOC(=O)COc1cc(N2C(=O)CSCC2=O)c(Cl)cc1Cl,.,4
C/C=C(\C)CN1CCN(c2ccccc2F)CC1,-2,15
CC(CC#CCN1CCOCC1)OCCC#N (centres undefined),-8,-21
Cc1nc2sc(C(c3ccco3)N3CCC(Cc4ccccc4)CC3)c(O)n2n1 (centres undefined),4,7
CCOc1ccccc1-n1c(SCC(=O)Nc2nccs2)nnc1-c1ccoc1C,-5,-13
Cc1cc(C(=O)COC(=O)C2=NNC(=O)CC2)c(C)n1-c1ccccc1,.,-6
COc1ccc(CCNc2ccc(C(CC(N)=O)NC(=O)Cc3cccc4ccccc34)cc2[N+](=O)[O-])cc1 (centres undefined),.,-11
COc1ccc(CCNC(=O)Cn2nnc(-c3ccc(N4CCOCC4)cc3)n2)cc1OC,6,10
CCOC(=O)COn1c(SCC(=O)OCC)nc2ccccc2c1=O,.,5
CC(C)C[C@H](NC(=O)c1nc[nH]c1C(=O)NCc1ccccc1)C(=O)OC(C)(C)C,.,-14
COc1ccc(N2CCN(C(=O)CN(c3ccc(Br)cc3)S(C)(=O)=O)CC2)cc1,-8,-7
# (further entries)
SMILES,RT RNaseH block,RmlC RmlD mix
O=C(CCn1c(=O)oc2ccccc21)NC1=NCCS1,-56,4
COc1ccc(NC(C)c2cc(Cl)ccc2O)cc1 (centres undefined),-25,-11
CN1CCN(C(=O)C2=C[C@H](c3ccc4c(c3)OCO4)C[C@H](OCc3ccc(CO)cc3)O2)CC1,.,8
CC(C)NS(=O)(=O)c1ccc(NC(=O)C2CC3C=CC2C3)cc1 (centres undefined),.,8
CCN(CCCNC(=O)CC(C(=O)N1CCc2ccccc21)n1ccnc1)c1cccc(C)c1 (centres undefined),14,-2
Cn1c(=O)n(CC(=O)Nc2ccc(F)cc2)c2ccccc21,-10,1
O=C(c1ccccc1)c1nc2ccccc2[nH]c1=O,-10,15
Cc1cc(Nc2cc(Cl)nc(Sc3ccc(NC(=O)C4CC4)cc3)n2)n[nH]1,.,-11
c1cncc(-c2nc(-c3cccs3)cs2)c1,-32,-2
Cc1ccc(C2NC(=O)c3ccccc3N2)s1 (centres undefined),2,-3
O=C(Nn1c(C2CC2)nc2ccccc2c1=O)c1ccco1,2,-8
Cc1noc(C)c1COC(=O)Cn1c(C)nc2ccccc21,-20,-134
O=C(c1ccc(F)cc1)N1CCC(O)(c2cccnc2)CC1,-6,-6
O=C(CCN1C(=O)C2C3C=CC(C3)C2C1=O)Nc1ccccn1 (centres undefined),-6,-8
CCn1c(O)c(/C=C2\C=Nc3ccccc32)sc1=Nc1ccccc1,.,-7
CC1=C(C(=O)Nc2ccccc2)C(c2ccco2)C(C#N)=C(SCc2ccccc2)N1 (centres undefined),46,22
CCOC(=O)c1nnn(-c2nonc2N)c1C,.,-11
CSCC[C@@H](C(=O)O)N1Cc2ccccc2C1=O,-38,6
CC(C)OC(=O)n1c(=S)oc2ccccc21,.,10
CCOC(=O)Cn1c(S(=O)(=O)Cc2ccc(Cl)cc2)nc(-c2ccccc2)c1-c1ccccc1,.,22

# Single records, as listed above. Order of screens: RT RNaseH block	RmlC RmlD mix
# `CN1CCN(C(=O)C2=C[C@H](c3ccc4c(c3)OCO4)C[C@H](OCc3ccc(CO)cc3)O2)CC1` as listed: .	8
# `O=C(Nn1c(C2CC2)nc2ccccc2c1=O)c1ccco1` as listed: 2	-8
# `CCN(CCCNC(=O)CC(C(=O)N1CCc2ccccc21)n1ccnc1)c1cccc(C)c1` (centres undefined) as listed: 14	-2
# `CCOC(=O)Cn1c(S(=O)(=O)Cc2ccc(Cl)cc2)nc(-c2ccccc2)c1-c1ccccc1` as listed: .	22
# `O=C(c1ccccc1)c1nc2ccccc2[nH]c1=O` as listed: -10	15

# Additional entries
SMILES,RT RNaseH block,RmlC RmlD mix
Cc1cc(N2CCCCC2)n2ncc(-c3ccccc3)c2n1,-4,-44
Cc1ccc(/C=N/N2C(=S)SC(C)(C)C2N(O)C(=O)Nc2ccc([N+](=O)[O-])cc2)cc1 (centres undefined),.,-10
O=[n+]1c2c(n([O-])c3cc(F)c(F)cc31)CCCC2,-2,8
Cc1nc(-n2cc(F)c(=O)[nH]c2=O)c2nc(C)oc2n1,-7,-9
Cc1c(C(=O)N2CCC3(CC2)OCCO3)oc2ccc(S(=O)(=O)N3CCOCC3)cc12,.,-3
COc1ccc(CCNC(=O)C2CCN(S(=O)(=O)N3CC(C)CC(C)C3)CC2)cc1OC (centres undefined),-5,2
CCN(CC)c1nc2c(s1)C(=O)NCCC2,.,5
COC(=O)c1ccc(NC(=O)COc2ccc(C3C(C#N)=C(N)Oc4c3ccc3ccccc43)cc2OC)cc1 (centres undefined),.,11
CC1(C)CC(=O)C(C=NC2CCCCC2)=C(O)C1,2,-12
COc1cccc(-c2cc(C(=O)Nc3ccccc3SC)no2)c1,9,-11
CCOc1ccc(NC(=O)CN(C)CC(=O)Nc2ccccc2C#N)cc1OCC,-5,16
CCC(c1nnnn1CCc1ccccc1)N(Cc1ccco1)Cc1cc2cccc(C)c2[nH]c1=O (centres undefined),4,-8
C=CCOc1cccc(C2/C(=C(\O)c3ccc(F)cc3)C(=O)C(=O)N2CCN(C)C)c1 (centres undefined),-7,-31
Cc1ccc(CNc2ncc(-c3ccc4c(c3)OCO4)n2C)cc1,6,-17
CCOc1cc(-n2ncc(C#N)c2N)nc(SC)n1,.,-10
CC1CCCN(S(=O)(=O)c2ccc(NC(=O)CCN3C(=O)c4ccccc4C3=O)cc2)C1 (centres undefined),.,6
CCc1c(C(=O)OC)nnc2cc(C)nn12,.,-11
O=C(NCC1CCCCN1)c1cc(OCC(F)(F)F)ccc1OCC(F)(F)F (centres undefined),-5,3
CN1c2ccccc2C(O)=C(C(=S)Nc2ccc(Cl)cc2)S1(=O)=O,.,-1
O=C(C1CC1(c1ccccc1)c1ccccc1)N1CCOCC1 (centres undefined),-3,2

# Reformatted with values under each structure: entries from further up.
# Screens in order: RT RNaseH block, RmlC RmlD mix
- C=CCOc1cccc(C2/C(=C(\O)c3ccc(F)cc3)C(=O)C(=O)N2CCN(C)C)c1 (centres undefined)
→ -7, -31
- Cc1c(C(=O)N2CCC3(CC2)OCCO3)oc2ccc(S(=O)(=O)N3CCOCC3)cc12
→ ., -3
- O=C(C1CC1(c1ccccc1)c1ccccc1)N1CCOCC1 (centres undefined)
→ -3, 2
- CN1c2ccccc2C(O)=C(C(=S)Nc2ccc(Cl)cc2)S1(=O)=O
→ ., -1
- CCc1c(C(=O)OC)nnc2cc(C)nn12
→ ., -11

# Other compounds
SMILES,RT RNaseH block,RmlC RmlD mix
CCC(C)(C(=O)NC1CCCCC1)N(Cc1ccco1)C(=O)c1cnccn1 (centres undefined),-5,8
COc1cc(NC(=O)NS(=O)(=O)c2ccc(C)cc2)cc(OC)c1,.,-13
CCOc1ccccc1N(CC(=O)NC(C)(C)C)C(=O)Cn1nnc(-c2ccc(C)o2)n1,-4,0
O=C(Nc1nnc(CC(=O)N2CCOCC2)s1)c1cccs1,-2,-16
CCC(C)(C(=O)NC1CCCC1)N(C(=O)c1cnccn1)c1ccccc1 (centres undefined),-8,.
CN(C)CCNC(=O)Cn1nc(C(F)F)cc1C1CC1,-8,-4
CCc1nc(SCC(=O)N2c3ccccc3CC2C)c2c(C)c(C)sc2n1 (centres undefined),.,2
CC(C)C(=O)c1cn(CC(=O)NCc2ccc3c(c2)OCO3)c2ccccc12,.,-9
CC(Cc1ccc(O)c(O)c1)C(C)Cc1ccc(O)c(O)c1 (centres undefined),99*,-15
Cc1ccc(N(CC(=O)Nc2cccc(C)c2)S(=O)(=O)c2cccc3nonc23)cc1,67*,10
COc1cc(C)ccc1OCCCOc1ccccc1Cl,.,12
O=C(NC1CCCCC1)C12CC3CC(C1)CC(n1cncn1)(C3)C2,.,-10
COC(=O)c1ccc(Cn2cnc3ccccc3c2=O)cc1,-18,13
Cc1cccc(NC(=O)/C=C/c2cccs2)n1,.,-3
COc1c(O)cc2oc(-c3ccc(O)c(O)c3)cc(=O)c2c1O,.,7
COCCNC(=O)NC(=O)COC(=O)Cc1ccc2c(c1)OCCO2,-13,-13
NC(=O)CSc1nnc(Cc2ccc3c(c2)OCO3)n1C1CCCCC1,-9,8
CCOC(=O)C1=C(C)N(CCCC(=O)O)C(=O)NC1c1ccccc1OS(=O)(=O)c1ccc([N+](=O)[O-])cc1 (centres undefined),.,5
N#CCCN1CCN(Cn2c3ccccc3c3ccccc32)CC1,-20,7
COc1cc(OC)c(C2N(c3ccc(Cl)c(Cl)c3)C(=O)C3CCCN32)cc1OC (centres undefined),-12,-8
Cc1[nH]c(=O)c(C#N)c(C)c1Br,-24,4
CCCN1CCC(=O)N([C@H](CSc2ccc(C)cc2)c2ccccc2)CC1,.,-9
CC(=O)NC[C@H]1CN(c2ccc(N3CCOCC3)c(F)c2)C(=O)O1,.,-4
COc1cc(C)c(S(=O)(=O)NCc2ccc3c(c2)OCO3)cc1C,-4,-12
CCn1cc(C(=O)OCC(=O)Nc2ccc(S(=O)(=O)N3CCCC3)cc2)c(=O)c2ccc(C)nc21,-2,-16
CCCN(CCC)CCNC(=O)c1cc2c(C)nc3ccccc3c2o1,-4,4

# Screens: PubChem BioAssay, several laboratories
